# Screening results: PubChem, Sanford-Burnham Center for Chemical Genomics
# mouse EphA4 binding: EphA4 ligand-binding antagonists – biochemical, colorimetric, mouse EphA4, primary screen (AID 689); EphA4-AP binding to KYL peptide, pNPP A405; higher % means a stronger effect; inhibition, % at 10 µM; hits with a dose series show IC50 in µM; actives 0.1% (n = 62,000); in the data active means a potency from the dose series; inactive means the rest, 99 in 100 with inhibition below about 22%
# The depositor's hits bear a star; & = joins results of further samples. Not all compounds are listed; count on the stated rates, not on these rows.
mouse EphA4 binding | Compound
-6% | CCc1nnc(NC(=O)CSc2nnc(Cc3ccccc3)n2-c2ccccc2)s1
3% | CC(C)CNC(=O)CSc1nnc(-c2cccc(S(=O)(=O)N3CCCCC3)c2)o1
0% | Cc1cc(C)c(NC(=O)c2ccc(C(=O)Nc3c(C)cc(C)cc3C)cc2)c(C)c1
-5% | O=C(NNC(=O)c1cc(-c2ccc(Cl)c(Cl)c2)nc2ccccc12)Nc1ccccc1
1% | CCOC(=O)C(C)Sc1nc2c(c(=O)[nH]c(=O)n2C)n1C/C=C(/C)Cl (centres undefined)
11% | COc1cc(/C=c2\sc3nc4ccccc4n3c2=O)ccc1OS(=O)(=O)c1ccccc1
-12% | O=S(=O)(Nc1ccc(Cc2ccncc2)cc1)c1ccc(Br)s1
-12% | Cn1c(SCC(=O)Nc2ccc3cn[nH]c3c2)nnc1-c1cnccn1
12% | O=C(C1CCCCN1S(=O)(=O)c1ccccc1)N1CCN(C(c2ccccc2)c2ccccc2)CC1 (centres undefined)
8% | C/C(N)=C(/C#N)C(=O)CSc1ncnc2ccccc12
2% | Nc1ccc(Sc2ccccc2[N+](=O)[O-])cc1
-3% | O=C(NCCc1nc2ccccc2[nH]1)Nc1ccccc1
-1% | COc1ccc(Oc2coc3cc(OC(=O)c4cncc(Br)c4)ccc3c2=O)cc1
-8% | Cc1occc1-c1nnc(SCC(=O)NCc2ccc3c(c2)OCO3)n1CC(C)C
-2% | Cc1ccc(C)c(NC(=O)C2CCCN2C(=O)OC(C)(C)C)c1 (centres undefined)
-40% | CCN1CCCC1CNC(=O)c1cc(NC(C)=O)c(N(C)C)cc1OC (centres undefined)
4% | O=C(NCCCN1CCCC1)C1CCN(C(=O)c2cc3sccc3n2Cc2ccc(F)cc2)CC1
5% | COc1ccc(C2C(C(C)=O)=C(O)C(=O)N2CCO)c(OC)c1 (centres undefined)
6% | COc1ccccc1N1C(=O)C2C3C=CC(C3)C2C1=O (centres undefined)
2% | CCCCC(=O)Nc1nnc(SCC(=O)N2CCN(c3ccccc3OC)CC2)s1
-4% | Cc1ccc(-n2ncc3c(=O)n(CC(=O)Nc4cccc(Cl)c4)cnc32)cc1C
-10% | COc1cc(/C=N/NC(=O)CNC(=O)c2ccccc2)ccc1OC(=O)c1cccs1
-13% | COc1cccc(CN2CCN(c3ncccn3)CC2)c1
-2% | O=C(NCC(O)c1ccccc1)C(=O)NC1CC1 (centres undefined)
-3% | Cc1ccccc1Nc1nc(N)nc(CN2C(=O)NC3(CCCCC3C)C2=O)n1 (centres undefined)
-6% | CCOc1ccccc1N(CC(=O)NCC1CCCO1)C(=O)CCC(=O)Nc1ccccn1 (centres undefined)
-2% | O=c1nc2ccccc2c(NS(=O)(=O)c2ccccc2)n1-c1ccccc1
1% | Cc1cc(OCC(=O)Nc2ccc(NC(=O)c3ccccc3)c(Br)c2)cc(C)c1Cl
-1%&-4% | O=[N+]([O-])c1ccc(Cl)c(/C=N/N2CCN(c3ccccc3)CC2)c1
-2% | Cc1cccc(/C(N)=N/OC(=O)N2c3ccccc3Sc3ccccc32)c1
-8% | Cc1cc(NS(=O)(=O)c2ccc(NC(=O)CN3C(=O)c4ccccc4C3=O)cc2)nc(C)n1
-4% | Cc1cccc(CCNC(=O)C2CCN(S(=O)(=O)c3c(C)noc3C)CC2)c1
8% | CCOc1ccccc1-n1c(N)c(C(N)=O)sc1=S
-8% | O=C1NC(=S)S/C1=C\c1cc(Cl)c(OCc2ccccc2)c(Cl)c1
-11% | COc1cc(/C=N/Nc2nn3cnnc3c3ccccc23)cc(OC)c1OC
-6% | CCc1ccc(-c2ccc(C(=O)O)cc2)nc1
3% | OCCN1CCOCCOCCN(CCO)CCN(CCO)CC1
-2% | O=c1[nH]c(CN2CCCCC2)nc2ccccc12
-46% | CCCCN(CC)CCNC(=O)c1cc2c(=O)n(C)c3ccccc3c2n1C
-7% | CCCC1(CCC)NC(=O)N(CC(=O)Nc2ccccc2OC)C1=O
-29% | CCOC(=O)N1CCC(NC(=O)C2CCN(c3nc(-c4ccc(OC)cc4)no3)CC2)CC1
-2% | COc1ccc(C2(C(=O)Nc3nncs3)CCCC2)cc1
1% | CC(/C=N/n1c(COc2ccccc2)n[nH]c1=S)=C\c1ccccc1
-10% | CCc1nnc(NC(=O)c2cc(-c3ccccc3)nn2-c2ccccc2)s1
7% | COc1ccc(C(C2=C(O)CC(C)(C)CC2=O)C2C(=O)CC(C)(C)CC2=O)cc1OC (centres undefined)
-7% | COCCn1c(C)cc(C(=O)CSc2nncn2-c2ccccc2)c1C
-13% | S=C1NC2=C(C(c3ccc(Br)cc3)N1)N1CCC2CC1 (centres undefined)
-5% | Cc1ccc(-n2c(O)c(C=Nc3ccc4c(c3)OCO4)c3ccccc3c2=O)cc1C
18% | COc1ccc(-c2ccnc3nc(-n4cccc4)nn23)cc1
16% | Cc1ccc(CNC(=O)c2cc3c(=O)n4ccccc4nc3n(Cc3ccco3)c2=N)cc1

# Copied from above (two entries):
mouse EphA4 binding | Compound
1% | Cc1cc(OCC(=O)Nc2ccc(NC(=O)c3ccccc3)c(Br)c2)cc(C)c1Cl
-1%&-4% | O=[N+]([O-])c1ccc(Cl)c(/C=N/N2CCN(c3ccccc3)CC2)c1

# Four structures from above, ordered by length of the SMILES, rising.
mouse EphA4 binding | Compound
-2% | O=C(NCC(O)c1ccccc1)C(=O)NC1CC1 (centres undefined)
-2% | COc1ccc(C2(C(=O)Nc3nncs3)CCCC2)cc1
-13% | S=C1NC2=C(C(c3ccc(Br)cc3)N1)N1CCC2CC1 (centres undefined)
-12% | Cn1c(SCC(=O)Nc2ccc3cn[nH]c3c2)nnc1-c1cnccn1

# Back to the main list with the 7 entries that preceded the break.
mouse EphA4 binding | Compound
-10% | CCc1nnc(NC(=O)c2cc(-c3ccccc3)nn2-c2ccccc2)s1
7% | COc1ccc(C(C2=C(O)CC(C)(C)CC2=O)C2C(=O)CC(C)(C)CC2=O)cc1OC (centres undefined)
-7% | COCCn1c(C)cc(C(=O)CSc2nncn2-c2ccccc2)c1C
-13% | S=C1NC2=C(C(c3ccc(Br)cc3)N1)N1CCC2CC1 (centres undefined)
-5% | Cc1ccc(-n2c(O)c(C=Nc3ccc4c(c3)OCO4)c3ccccc3c2=O)cc1C
18% | COc1ccc(-c2ccnc3nc(-n4cccc4)nn23)cc1
16% | Cc1ccc(CNC(=O)c2cc3c(=O)n4ccccc4nc3n(Cc3ccco3)c2=N)cc1
7% | CN1CCN(C2=C(Cl)C(=O)N(C3CCCCC3)C2=O)CC1
-9% | COc1ccc(C(=O)Oc2ccc3c(c2)OCO3)cc1OC
-12% | CN(C)S(=O)(=O)c1ccc(NC(=O)c2c(F)cccc2Cl)cc1
-10% | COc1cccc(-c2nn(-c3ccccc3)cc2C(=O)O)c1
12% | CCOC(=O)c1c(C)nc(-c2ccccc2)nc1NC(C)=O
-5% | Cc1cccc(-n2nnnc2SCC(=O)c2cc(C)n(CC3CCCO3)c2C)c1 (centres undefined)
-8% | c1csc(-c2ccc3ccccc3n2)c1
-9% | COC(=O)CCSCC(=O)Nc1cc(C)on1
12% | Cc1ccc(NCN2C(=O)c3ccccc3C2=O)c(C)c1
-4% | Nc1[nH]ncc1C(=O)Nc1cccc(C(F)(F)F)c1
-9% | Cc1ccc(S(=O)(=O)NC(CC(=O)n2nc(C)cc2C)c2ccccc2)cc1 (centres undefined)
18% | CCCn1nnnc1-c1ccc(Cl)cc1
-6% | Cc1cccc(OCC(O)CN2CCN(C3CCCCC3)CC2)c1 (centres undefined)
0% | COC(=O)c1ccccc1NC(=O)c1cc(-c2ccc(O)cc2)on1
2% | CCC(C)(C)n1nnnc1CN(Cc1ccco1)Cc1cc2cc3c(cc2[nH]c1=O)OCO3
-3% | CC(Oc1cc(C(F)(F)F)cc(C(F)(F)F)c1)C(=O)NC(N)=O (centres undefined)
3% | CCN(CC)CCN=C1CCCc2ccccc2N1
7% | COc1ccc(C(=O)/C=C/C=C(Cl)Cl)cc1
-8% | Cc1ccccc1NS(=O)(=O)c1cc(C(=O)NCCC2=CCCCC2)ccc1Cl
-10% | Cn1c(=O)oc2cc(S(=O)(=O)N3CCCC(C(=O)N4CCc5ccccc5C4)C3)ccc21 (centres undefined)
-2% | COC(=O)CCC(=O)Nc1ccccc1C(=O)Nc1ccccc1
-1% | Cc1noc(/C=C/c2ccco2)c1S(=O)(=O)N1CCC(C(=O)NC(C)c2ccccc2)CC1 (centres undefined)
-7% | Cc1ccc(OCC(=O)NNC(=O)C2CCN(c3ncccn3)CC2)cc1
-5% | O=c1oc2ccccc2c(O)c1/C=N/c1ccccn1
-4% | Cc1cccc(OCCn2c(S(=O)(=O)O)nc3ccccc32)c1
-7% | CCn1c2ccccc2c2cc(NC(=O)c3cc(OC)c(OC)c(OC)c3)ccc21
-13% | Cc1nnc(NC(=O)c2ccc(S(=O)(=O)N(C)Cc3ccccc3)cc2)o1
-3% | CCCCN(C)C(=O)c1cc2cc3ccc(OC)cc3nc2s1
0% | C/[N+]([O-])=C\c1coc2ccccc2c1=O
4% | COc1ccc(/C=C(/NC(=O)c2ccccc2)c2nc3ccccc3[nH]2)cc1OC
0% | O=C(Nc1ccc(Cl)cc1)c1ccccc1C(F)(F)F
-8% | COc1ccccc1NC(=O)CN(Cc1ccco1)C(=O)c1ccc(-n2nc(C)cc2C)cc1
-10% | COc1cccc(CNc2nc3nc(C)cc(=O)n3[nH]2)c1
-9% | Cn1c(=O)c(=O)n(C)c2cc(S(=O)(=O)N3CCOCC3)ccc21
-5% | CC(C)Cn1c(N)c(C(=O)CSc2ccc3c(c2)OCCO3)c(=O)n(C)c1=O
-19% | CCOC(=O)c1sc(NC(=O)C(CC)Sc2nnc3c4ccccc4n(C(C)C)c3n2)nc1C (centres undefined)
-14% | CCOc1cc(C2/C(=C(\O)c3ccc(C)cc3)C(=O)C(=O)N2c2nncs2)ccc1O (centres undefined)
-9% | CCCCCCOc1ccc(/C(N)=N/O)cc1
8% | NC(=O)c1ccccc1NC(=O)CS(=O)(=O)Cc1ccccc1
-7% | O=C(Nc1ccc(N2CCN(C(=O)c3cccs3)CC2)c(Cl)c1)c1ccco1
-9% | Nc1cc(-c2ccc(Cl)cc2)nn1S(=O)(=O)c1ccc(Cl)cc1
0% | Cc1ccc(NC2=CC(=O)CC(C)(C)C2)c(N)c1
-10% | CC(=O)Nc1ccc(NC(=O)CN(C)CCC#N)cc1
-18% | Cc1c(NC(=O)C(C)OC(=O)[C@@H](NC(=O)c2ccccc2)C(C)C)c(=O)n(-c2ccccc2)n1C (some centres undefined)
2% | CCc1c(C)[nH]n(-c2ccc(Oc3ccccc3)c(S(=O)(=O)O)c2)c1=O
-3% | COc1cccc(NC(=O)c2sc3cc(C)ccc3c2Cl)c1
-14% | Cc1oc(/C=N/NC(=O)CN(c2ccccc2Br)S(C)(=O)=O)cc1Br
-8% | O=C1CC(N2CCN(C(c3ccccc3)c3ccccc3)CC2)C(=O)N1Cc1ccc(N2CCCC2=O)cc1 (centres undefined)
-4% | CC1=CC(=O)C=C(C)C1=NOC(=O)c1cccc([N+](=O)[O-])c1
-8% | CCOC(=O)c1cnc(-n2nc(C)cc2C)nc1NCCO

# New compounds follow:
mouse EphA4 binding | Compound
-12% | Cc1cc(C)n(-c2cc(N3CCN(C(=O)c4cccc(Br)c4)CC3)ccc2[N+](=O)[O-])n1
-5% | O=[N+]([O-])c1ccc(/C=N/N/C(=N/c2ccccn2)c2ccccn2)cc1
16% | N#CCCN1CCN(C2=NC(=O)C(=C3CCCCC3)S2)CC1
-12% | COc1ccc(C(=O)NC(=S)NNC(=O)Cc2cccs2)cc1
-5% | O=C(NCCc1ccccc1Cl)C1CC(=O)N(c2ccccc2)C1 (centres undefined)
-6% | CCOc1ccccc1-n1cnc2cc(C(=O)NCc3ccco3)ccc21
2% | O=C(O)CC(Cc1ccc(Br)cc1)C(=O)NCc1ccccc1 (centres undefined)
-6% | COc1ccccc1-c1nnc(NC(C)=O)s1
-9% | CCC(CC)C1C(C#N)=C(N)Oc2cc(C)oc(=O)c21 (centres undefined)
5% | CCOC(=O)CC(=O)CSc1nc(-c2ccc3c(c2)OCO3)cc(C(F)(F)F)c1C#N
6% | CSc1nncc(-c2ccc(F)c(F)c2)n1
-6% | O=C(Nc1cc2c(s1)CCCC2)c1ccccc1
1% | O=C(CN1C(=O)c2cccc3cccc1c23)N1CCN(c2ccc(F)cc2)CC1
-16% | CN(CCCNC(=O)C1CCN(S(=O)(=O)N2CCC3(CC2)OCCO3)CC1)Cc1ccccc1
-13% | CCOC(=O)c1c(C)[nH]c(C(=O)C(C)Sc2ccc(Cl)cc2)c1C (centres undefined)
-2% | COc1ccc(N(CC(=O)NCc2ccco2)S(=O)(=O)c2c(C)nn(C)c2C)cc1
4% | COC(=O)Nc1cccn(Cc2c(Cl)cccc2Cl)c1=O
10% | CCN1CCCC1CNC(=O)C1c2ccccc2C(=O)N(CCOC)C1c1ccc(F)cc1 (centres undefined)
9% | O=C(c1ccco1)N1CCN(c2ncnc3c2[nH]c2ccccc23)CC1
-12% | N#Cc1ccccc1/C=N/Nc1nc(-c2ccccc2)c2cc(Br)ccc2n1
-10% | CC(=O)c1cccc(NC(=O)c2cc(-c3ccc(F)cc3)on2)c1
-5% | O=C(N/C(=C/c1cccs1)C(=O)N1CCOCC1)c1ccccc1
0% | Cc1c(-c2ccccc2)sc(Br)c1C(=O)N1CCOCC1
5% | O=C1CCC(C(=O)OCc2cc(Cl)ccc2OC(F)F)N1 (centres undefined)
-13% | Cc1oc(-c2ccccc2)cc1C(=O)Nc1ccc(N(C)C)cc1
-10% | CCCNC(=O)c1cc(-c2ccc(Br)cc2)on1
-4% | COc1ccc(NC(=O)CSc2ccccn2)cc1
-3% | O=C1COc2ccc(C(=O)COC(=O)C3CCN(S(=O)(=O)c4cccs4)CC3)cc2N1
-9% | COC(=O)c1ccc(CSc2nnc(-c3c[nH]c4ccccc34)n2C)o1

# Individual results from the list:
# COc1ccc(C(=O)NC(=S)NNC(=O)Cc2cccs2)cc1 | mouse EphA4 binding: -12%
# CCOc1ccccc1-n1c(N)c(C(N)=O)sc1=S | mouse EphA4 binding: 8%
# O=C1CC(N2CCN(C(c3ccccc3)c3ccccc3)CC2)C(=O)N1Cc1ccc(N2CCCC2=O)cc1 (centres undefined) | mouse EphA4 binding: -8%
# COC(=O)CCC(=O)Nc1ccccc1C(=O)Nc1ccccc1 | mouse EphA4 binding: -2%
# CCCCC(=O)Nc1nnc(SCC(=O)N2CCN(c3ccccc3OC)CC2)s1 | mouse EphA4 binding: 2%
